CFTR F508del cor: CFTR F508del correction in bronchial cells; activity (quench increase), % at 7.58 µM; 350,000 tested, 0.36% active; CFBE cells, YFP halide quenching; stimulated with forskolin plus potentiator P3; % fluorescence drop versus neutral controls;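 active means mean added fluorescence quench of at least 8% versus neutral control, with both replicates also reaching 8%; inconclusive means only one of the mean or replicate conditions met; inactive means mean below 8% and not both replicates reaching 8%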;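 further: cells transiently co-express mutant CFTR-F508del with the halide-sensitive YFP; corrector assay measuring rescue of mutant channel to the surface after 24 h compound exposure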
miR122 inh: blocks miR-122 activity in Huh7 sensor cells; Huh7 miR-122 Renilla luciferase sensor, 48 h; neutral wells = 0, positive control = 100; activation (reporter increase), % at 12.5 µM; 340,000 tested, 0.3% active; AID 602342;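 active means mean replicate activation score at least 90 and every replicate individually at or above 90; inconclusive means only one of the two criteria met; inactive means neither criterion met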;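 further: higher luciferase means less miR-122 activity so hits act as miR-122 inhibitors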
FN deposit inh: fibronectin deposition inhibition | 350,000 tested, 0.086% active | inhibition, % at 12.6 µM | AH1F fibroblasts, Alexa488-fibronectin deposition fluorescence, overnight;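 active means mean inhibition across replicates of 30% or more, regardless of how many single replicates reach that level; inconclusive means mean under 30% yet at least half of replicates reach 30%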;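 further: positive control wells lacked labelled fibronectin entirely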
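Test system: AH1F fibroblast monolayer depositing Alexa488-labelled fibronectin into matrix. Input: 10000 cells per well. Technique: fluorescence, ex 485 nm, em 525 nm. Buffer or medium: DMEM plus 2% serum, read in PBS. Timing: 1 h cell adhesion before compound, then overnight fibronectin incubation. Compound: single dose, pinned. Read-out basis: inhibition from reduced deposited-fibronectin fluorescence.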
Cneo AK release: causes C. neoformans cell lysis. adenylate kinase release luminescence, 4 h; normalised: neutral wells 0, clomiphene wells 100. lysis activity, % at 15 µM. 360,000 tested, 0.2% active;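 active means mean lysis activity across replicates of at least 80%, whatever share of replicates individually reach that level; inactive means mean lysis activity below 80%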
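Schedule: static 4 h at 37 °C with compound, 1 h detection; system: C. neoformans cells; benchmarks: Clomiphene as positive control; buffer or medium: fresh YPD medium; measure: luminescence rise reflecting yeast cell lysis; measured by: luminescent adenylate kinase detection reagent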
Statin myotox sup: suppression of simvastatin myotoxicity. rescue of ATP level, % at 7.49 µM. C2C12 myotubes + simvastatin, ATP luminescence, 48 h; scaled: DMSO 0, geranylgeraniol control 100. 330,000 tested, 0.78% active;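 active means mean ATP rescue above about 67%, or every replicate alone reaching that limit, limit read from the data, passing the limit was not always enough; inconclusive means no clear call, values can overlap the other calls; inactive means mean under the limit and some replicate under it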;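 further: myotubes were challenged with 10 µM simvastatin during compound exposure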
PglD inh: blocks C. jejuni PglD acetyltransferase activity | purified PglD enzyme, DTNB colorimetric CoA detection | inhibition, % at 12.5 µM | 360,000 tested, 0.098% active | AID 602405; in the data active means inhibition above about 16%, passing the limit was not always enough; inconclusive means no clear call, values can overlap the other calls; further: strong numbers were not always called active
PGC1a acetyl inh: lowers PGC1a acetylation signal in U2OS cells; 350,000 tested, 0.17% active; AlphaScreen anti-acetyl-lysine; with virally co-expressed GCN5 acetyltransferase; inhibition, % at 15.6 µM;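 active means every replicate shows inhibition of at least 40%; inconclusive means mean inhibition at least 40% but some replicate below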;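 further: 0% = neutral control wells and 100% = positive control wells; some results beyond the cut were filed as inactive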
GSIS activator: primary screen for activators of insulin secretion dependent on glucose, INS-1E cells, GLuc reporter luminescence; INS-1E GLuc reporter insulin secretion, 2-3 h; activation, % at 16.6 µM; 370,000 tested, 0.61% active; AID 743287;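 active means lowest replicate activation of at least 40%, so every replicate reaches that level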;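 further: 0% = median of neutral control wells and 100% = median of IBMX positive control wells; some compounds called inactive have numbers as strong as hits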
* marks the source's active call; other numbers are inactive results; ? = inconclusive; . = not tested or not shown; [ ] = remark or other dose.

The opening three entries, to show the layout:
entry	mol	CFTR F508del cor	miR122 inh	FN deposit inh	Cneo AK release	Statin myotox sup	PglD inh	PGC1a acetyl inh	GSIS activator
1	COc1ccc([N+](=O)[O-])cc1N(CC(=O)NC1CCCCC1)S(C)(=O)=O	-2.2	-12	-2	1	4	-7	-5	-2
2	C/C=C/c1ccc([C@@H]2[C@H]3CN(CCC(F)(F)F)CCCCN3[C@H]2CO)cc1	1.0	-6[16.7 µM]	-5	6	8	-2	-2	-11
3	COc1ccc(-c2csc(/C(C#N)=C\c3ccc(O)c([N+](=O)[O-])c3)n2)cc1OC	0.2	-4	-5	4	-34	-3	0	5

This part in full, from the start:
entry	mol	CFTR F508del cor	miR122 inh	FN deposit inh	Cneo AK release	Statin myotox sup	PglD inh	PGC1a acetyl inh	GSIS activator
1	COc1ccc([N+](=O)[O-])cc1N(CC(=O)NC1CCCCC1)S(C)(=O)=O	-2.2	-12	-2	1	4	-7	-5	-2
2	C/C=C/c1ccc([C@@H]2[C@H]3CN(CCC(F)(F)F)CCCCN3[C@H]2CO)cc1	1.0	-6[16.7 µM]	-5	6	8	-2	-2	-11
3	COc1ccc(-c2csc(/C(C#N)=C\c3ccc(O)c([N+](=O)[O-])c3)n2)cc1OC	0.2	-4	-5	4	-34	-3	0	5
4	CC(=O)C1(C)N(O)C(C)(C)C(c2ccco2)=[N+]1[O-] (stereo unspecified)	.	-14	-2	-1	-6	-4	9	.
5	O=C1NC(=O)/C(=C/c2ccc(-c3cc(C(=O)O)ccc3Cl)o2)S1	-0.7	.	-3	0	0	-11	.	-54
6	C[C@H](CO)N1C[C@H](C)[C@H](CN(C)C(=O)Nc2cccc3ccccc23)Oc2ccc(NS(=O)(=O)c3ccccc3)cc2CC1=O	-0.7	-4[16.7 µM]	.	-1	49	-5	12	-7
7	CC1CN(c2ccc(NC(=S)NNCCC#N)cc2)CC(C)O1 (stereo unspecified)	1.4	2	2	-2	2	-7	.	-18
8	COc1ccc(N2CCN(C(=O)c3cc(-c4cc(OC)ccc4OC)nc4ccccc34)CC2)cc1	-0.7	1	11	-2	-28	1	-3	3
9	COc1ccc(CN(C)C[C@H]2Oc3ccc(NC(=O)Nc4ccc(C(F)(F)F)cc4)cc3C(=O)N([C@@H](C)CO)C[C@@H]2C)cc1	-1.7	11[16.7 µM]	-7	51	8	2	8	-22
10	CCN(CC)CCCNC(=O)c1cn(CC)c2ccc(S(=O)(=O)N(C)C3CCCCC3)cc2c1=O	0.5	7	4	3	-6	4	-8	-4
11	O=C(Nc1ccc2c(c1)[C@@H]1C[C@@H](CC(=O)N3CCCCC3)O[C@H](CO)[C@@H]1O2)C1CCOCC1	-0.2	0[16.7 µM]	.	58	7	10	-20	20
12	C[C@H]1CCCCO[C@@H](CN(C)S(=O)(=O)c2ccccc2)[C@@H](C)CN([C@@H](C)CO)C(=O)c2cc(NS(=O)(=O)c3ccc(F)cc3)ccc2O1	-2.3	-13[16.7 µM]	0	56	.	6	-13	-51
13	COCC(=O)Nc1ccc2c(c1)OC[C@H](C)N(CC1CCCCC1)C[C@H](C)[C@H](OC)CN(C)C2=O	1.7	.	-3	2	-7	-2	-9	-7
14	Nc1nc(SCC(=O)Nc2cccc(F)c2)n[nH]1	1.1	.	-1	-5	2	-3	.	26
15	C=CC[C@@H](CC(=O)NCCO)C(=O)N[C@@H](COC(=O)[C@@H](CC=C)Cc1ccc(F)cc1)Cc1c[nH]c2ccccc12	-2.7	1	9	-3	5	0	-11	-17
16	CCN(Cc1ccccc1)C(=O)Cn1cnc2c1c(=O)n(C)c(=O)n2C	.	-4	0	8	-1	0	3	.
17	Cn1c(Cn2cnc3ccccc32)nc2ccccc21	.	5	.	1	19	3	-8	.
18	C/C=C/c1cnc2c(c1)C(=O)N([C@H](C)CO)C[C@@H](C)[C@@H](CN(C)C(=O)NCCC)O2	0.2	4[16.7 µM]	5	0	-4	-2	10	8
19	CC(C)C[C@H]1COc2cc(Br)ccc2S(=O)(=O)N1	-1.4	9	2	6	18	-6	-7	-14
20	CCOC(=O)Nc1ccc2ncn(C)c(=O)c2c1	0.9	-7	1	1	0	1	2	.
21	Cc1cc(NS(=O)(=O)c2ccc(NC(=O)C(c3ccccc3)c3ccccc3)cc2)no1	.	3	10	3	7	-1	-4	.
22	Cc1ccc(C)c(NC(=O)CN(C)C(=O)[C@@H](NC(N)=O)C(C)C)c1	2.4	.	-1	.	.	.	-5	-3
23	CC(C)CCNc1nnnc2c1sc1nc(N3CCOCC3)c3c(c12)CC(C)(C)SC3	.	2	4	-2	.	-1	-21	3
24	COc1ccc(S(=O)(=O)Nc2ccccc2C(=O)NC(C)C)cc1OC	.	1	.	1	23	3	-18	.

Some values from above.
Under PGC1a acetyl inh, cpd 24 has -18
Under miR122 inh, cpd 19 has 9
Under PGC1a acetyl inh, cpd 23 has -21
Under miR122 inh, cpd 20 has -7
Under Statin myotox sup, cpd 17 has 19
Under FN deposit inh, cpd 21 has 10
Under PglD inh, cpd 18 has -2

Additional results follow:
entry	mol	CFTR F508del cor	miR122 inh	FN deposit inh	Cneo AK release	Statin myotox sup	PglD inh	PGC1a acetyl inh	GSIS activator
25	C=CCN(CC=C)c1cnn(-c2nc3ccccc3[nH]2)c(=O)c1Cl	.	2	-9	-7	-6	-5	6	10
26	CN(CC(=O)Nc1ccccc1Cl)C(=O)c1ccc(COc2ccccc2)cc1	2.7	-3	1	-1	-1	-5	-6	-15
27	O=C1CC(c2ccccc2)Oc2cc(O)ccc21 (stereo unspecified)	1.6	.	-1	-1	0	-12	4	18
28	COC(=O)C[C@H]1CC[C@@H]2[C@@H](COc3ccc(NS(=O)(=O)c4ccccc4Cl)cc3C(=O)N2C)O1	.	.	3	1	9	1	.	-2
29	CN(C)C(=O)c1cccc(-c2ccc3c(c2)[C@H]2[C@H](CCN2C(=O)C2CCCCC2)[C@@H](CO)N3)c1	2.0	3[16.7 µM]	-12	-16	10	1	-7	-4
30	C[C@H](CO)N1C[C@H](C)[C@@H](CN(C)C)Oc2ccc(NS(=O)(=O)c3ccc(F)cc3)cc2CC1=O	2.8	7[16.7 µM]	.	-2	-3	-1	5	13
31	CNC(=O)C[C@@H]1CC[C@@H]2[C@@H](COc3ccc(NC(=O)c4ccc(F)c(F)c4)cc3C(=O)N2C)O1	-2.3	-4[16.7 µM]	-2	20	17	1	2	3
32	O=C(c1cc(C2CC2)on1)N1CCCC(N2CCN(c3cccc(C(F)(F)F)c3)CC2)C1 (stereo unspecified)	0.6	-1	2	2	2	3	?	-41

Random excerpt: 7 records from the list
entry	mol	CFTR F508del cor	miR122 inh	FN deposit inh	Cneo AK release	Statin myotox sup	PglD inh	PGC1a acetyl inh	GSIS activator
28	COC(=O)C[C@H]1CC[C@@H]2[C@@H](COc3ccc(NS(=O)(=O)c4ccccc4Cl)cc3C(=O)N2C)O1	.	.	3	1	9	1	.	-2
30	C[C@H](CO)N1C[C@H](C)[C@@H](CN(C)C)Oc2ccc(NS(=O)(=O)c3ccc(F)cc3)cc2CC1=O	2.8	7[16.7 µM]	.	-2	-3	-1	5	13
31	CNC(=O)C[C@@H]1CC[C@@H]2[C@@H](COc3ccc(NC(=O)c4ccc(F)c(F)c4)cc3C(=O)N2C)O1	-2.3	-4[16.7 µM]	-2	20	17	1	2	3
26	CN(CC(=O)Nc1ccccc1Cl)C(=O)c1ccc(COc2ccccc2)cc1	2.7	-3	1	-1	-1	-5	-6	-15
29	CN(C)C(=O)c1cccc(-c2ccc3c(c2)[C@H]2[C@H](CCN2C(=O)C2CCCCC2)[C@@H](CO)N3)c1	2.0	3[16.7 µM]	-12	-16	10	1	-7	-4
25	C=CCN(CC=C)c1cnn(-c2nc3ccccc3[nH]2)c(=O)c1Cl	.	2	-9	-7	-6	-5	6	10
32	O=C(c1cc(C2CC2)on1)N1CCCC(N2CCN(c3cccc(C(F)(F)F)c3)CC2)C1 (stereo unspecified)	0.6	-1	2	2	2	3	?	-41

Going on with the list.
entry	mol	CFTR F508del cor	miR122 inh	FN deposit inh	Cneo AK release	Statin myotox sup	PglD inh	PGC1a acetyl inh	GSIS activator
33	Cc1cccc(CSc2nnc(NC(=O)c3ccco3)s2)c1	.	-3	9	1	7	-7	-8	.
34	C=C1c2cccc(OC)c2O[C@H](C(=O)OCC)[C@@H]1CC(CC)CCCC (stereo partly specified)	-0.1	1	.	-2	3	3	-16	2
35	N#C[C@H]1[C@H](c2ccc(C3=CCCCC3)cc2)[C@@H](CO)N1S(=O)(=O)c1cccc(F)c1	-3.4	.	0	8	17	0	3	3
36	Cc1c([N+](=O)[O-])c([N+](=O)[O-])nn1CC(=O)NCc1cccnc1	1.8	.	17	.	.	.	-7	17
37	CC(NC(=O)C(C)N1C(=O)c2ccccc2C1=O)c1ccccc1 (stereo unspecified)	-0.1	-6	4	7	5	0	20	-1
38	CC1Cc2ccccc2N1C(=O)c1cnc2n(c1=O)CCS2 (stereo unspecified)	-2.4	-2	2	5	0	1	-12	12
39	Cc1cc(NCC(=O)Nc2ccc(C)c(S(=O)(=O)N3CCOCC3)c2)ccc1Br	1.2	2	-6	-4	13	0	-8	26
40	Cc1ccc(-n2nc3c(c2NC(=O)c2ccco2)CS(=O)C3)c(C)c1 (stereo unspecified)	0.8	.	-6	2	.	-3	.	8
41	CCn1c(O)c(/C=C2\C=Nc3ccccc32)sc1=Nc1ccc(C)cc1	-0.5	-1	.	-2	-3	3	-26	8
42	O=C(COc1ccc(S(=O)(=O)N2CCOCC2)cc1Cl)NCc1ccco1	-1.2	2	3	-3	-7	1	.	-5
43	OC[C@H]1[C@@H](c2ccc(/C=C/c3ccccc3)cc2)[C@@H]2CN(Cc3cncnc3)CCCCN12	2.6	16[16.7 µM]	.	45	.	5	-5	.
44	CN(Cc1ccc(C(F)(F)F)cc1)C(=O)[C@H]1O[C@@H](n2cnc3c(N)ncnc32)[C@H](O)[C@@H]1O	1.5	6	10	-1	3	-5	14	-6
45	Cc1noc(C)c1NC(=O)Nc1cccc2c1O[C@H](CN(C)Cc1ccc(Oc3ccccc3)cc1)[C@H](C)CN([C@H](C)CO)C2=O	0.7	1[16.7 µM]	7	2	.	-1	4	-29
46	O=c1[nH]c2ccccc2cc1CN(Cc1ccco1)S(=O)(=O)c1ccccc1	4.1	-2	-7	-1	0	-1	11	-7
47	CC(C)c1ccccc1	-1.9	0	.	-2	5	-1	4	4
48	CC(=O)Nc1cc(-c2nn(C)c(=O)c3ccccc23)ccc1N1CCCCC1	.	5	8	1	13	-1	-9	.
49	Cn1c(SCC(=O)Nc2ccc3c(c2)oc2ccccc23)nnc1-c1ccccc1	.	-3	.	0	-4	-1	-4	4
50	COc1ccc(NC(=O)Nc2ccc3c(c2)CC(=O)N([C@H](C)CO)C[C@H](C)[C@@H](CN(C)S(=O)(=O)c2ccccc2)O3)cc1	-1.2	-1[16.7 µM]	-6	.	2	.	-8	6
51	OC(c1ccc(-c2ccccc2)cc1)c1ncc(-c2ccccc2F)[nH]1 (stereo unspecified)	-2.2	-3	9	-1	9	-4	.	-16
52	CCOC(=O)Nc1cc(C)ccc1OC	.	1	-20	-9	-3	-7	1	.

Screens from PubChem.
